# Bioassay records deposited in PubChem BioAssay by several laboratories.
# Rac1 act GTP bind – modulators of GTP binding to human Rac1 activated mutant; P63000; GST-Rac1 activated beads, fluorescent GTP binding, flow cytometry; actives lie on both sides; 100% means binding = to untreated wells; percent activity (GTP binding), % at 10 µM; hit rate 0.11% among 190,000; AID 764;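 active = GTP binding at least 20 percentage points away from the 100% baseline, in either direction, so actives lie on both sides; inconclusive = Compound likely fluorescent itself, or too few beads counted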
# Rac1 wt GTP bind – alters GTP binding to wildtype human Rac1; P63000; GST-Rac1 beads, fluorescent GTP binding, flow cytometry; actives lie on both sides; 0 = cold GTP competed, 100 = untreated; GTP binding activity (% of control), % at 10 µM; hit rate 0.27% among 190,000; AID 757;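 active = GTP binding activity at least 20 points away from the 100% control level, either lower or higher; inconclusive = compound flagged as likely green fluorescent, judged across all proteins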
# Mcl-1 Bim block – disrupts Bim peptide binding to human Mcl-1 | Q07820 | Bead-based flow cytometry, Bim peptide-Mcl-1 binding | inhibition, % at 10 µM | hit rate 0.1% among 190,000 | AID 1009; in the data active = inhibition above about 40%;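 note: 0% = no compound tracer wells and 100% = peptide blocker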
# Target sequence (Q07820 whole entry, looked up): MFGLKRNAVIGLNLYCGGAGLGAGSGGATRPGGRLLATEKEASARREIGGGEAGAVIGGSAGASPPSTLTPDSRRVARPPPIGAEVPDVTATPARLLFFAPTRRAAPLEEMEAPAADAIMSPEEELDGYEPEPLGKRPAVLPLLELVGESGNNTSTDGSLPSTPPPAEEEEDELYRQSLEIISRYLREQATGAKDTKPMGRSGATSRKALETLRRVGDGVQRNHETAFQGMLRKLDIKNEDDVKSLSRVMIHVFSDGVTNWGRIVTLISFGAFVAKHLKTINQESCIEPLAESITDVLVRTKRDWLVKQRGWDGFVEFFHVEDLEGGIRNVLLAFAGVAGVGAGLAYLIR
# HRas wt GTP – modulators of GTP binding to human HRas wildtype | GST-Ras wt beads, Bodipy-FL-GTP binding, flow cytometry; actives lie on both sides | GTP binding activity, % at 10 µM | hit rate 0.14% among 190,000;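 active = GTP binding activity at least 20% away from the 100% baseline, either lowered as inhibitor or raised as activator; inconclusive = flagged as likely green fluorescent, judged across all proteins in the well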;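 note: 0% = unlabeled GTP competition control and 100% = no-compound control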
# Target sequence (P01112 whole entry, looked up): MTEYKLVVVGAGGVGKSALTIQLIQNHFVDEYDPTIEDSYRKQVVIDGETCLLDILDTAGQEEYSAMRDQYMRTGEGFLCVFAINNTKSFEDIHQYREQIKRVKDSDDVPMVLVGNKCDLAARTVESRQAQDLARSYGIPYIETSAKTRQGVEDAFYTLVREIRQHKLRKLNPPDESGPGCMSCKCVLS
# Rab2 wt GTP – changes GTP binding to wildtype dog Rab2A, up or down; P61105; GTP binding activity, % at 10 µM; GST-Rab2 wt beads, Bodipy-GTP binding, flow cytometry; hit rate 0.19% among 190,000;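 active = GTP binding activity at least 20 points away from 100%, either lowered or raised; inconclusive = signal likely due to the compound's own green fluorescence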;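 note: 0% = beads with excess unlabeled GTP and 100% = no-compound control corrected for plate trend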
# RGS8-Gao – regulators of human RGS8-Galphao interaction. hit rate 0.34% among 220,000. multiplexed bead flow cytometry, RGS8-Galphao binding; actives lie on both sides. P09471. response (percent of control binding), % at 10 µM. AID 1423; in the data active = response below about 60% or above about 140%; inactive = in between;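 note: Galphao activated as the GDP aluminium fluoride complex binding bead-coupled RGS8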
# Target sequence (P09471 whole entry, looked up): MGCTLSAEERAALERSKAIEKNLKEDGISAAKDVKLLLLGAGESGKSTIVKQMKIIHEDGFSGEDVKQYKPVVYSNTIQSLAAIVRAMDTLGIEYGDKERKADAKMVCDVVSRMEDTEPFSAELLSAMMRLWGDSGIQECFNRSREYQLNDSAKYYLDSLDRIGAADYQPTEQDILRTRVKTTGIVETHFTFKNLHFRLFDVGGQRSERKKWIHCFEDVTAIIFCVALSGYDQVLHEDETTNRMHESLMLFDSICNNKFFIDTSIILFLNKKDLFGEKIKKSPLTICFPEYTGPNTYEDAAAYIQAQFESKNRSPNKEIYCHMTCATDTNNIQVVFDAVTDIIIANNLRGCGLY
# Rab7 wt GTP bind – modulators of GTP binding to dog Rab7 wildtype GTPase; GST-Rab7 beads, fluorescent GTP binding, flow cytometry; actives lie on both sides; untreated = 100%, excess cold GTP = 0%; GTP binding activity (percent of control), % at 10 µM; hit rate 0.055% among 190,000;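 active = fluorescent GTP binding to Rab7 beads changed by at least 20 points from the 100% baseline, either direction, mostly lower; inconclusive = compound itself probably fluorescent, or too few beads counted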;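 note: median green fluorescence of bound Bodipy-FL-GTP per Rab7 bead population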
# Mcl1 Noxa PPI – disrupts binding of human Mcl-1 to Noxa peptide; Q07820; TR-FRET Mcl-1/Noxa peptide binding, 2 h; inhibition, % at 21.7 µM; hit rate 1.5% among 220,000;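 active = compounds that cut the protein-peptide binding signal by more than 50% relative to plate controls in a single-dose test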;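 note: His-tagged Mcl-1 with rhodamine Noxa BH3 peptide and terbium anti-His antibody; 0% = Mcl-1 plus Noxa peptide wells and 100% = peptide-only wells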
# Mcl1 Bid PPI – Mcl-1/Bid interaction inhibition; Q07820; TR-FRET Mcl-1/Bid-Dy647 peptide binding, 1536-well; inhibition, % at 21.7 µM; hit rate 0.97% among 220,000; AID 1021;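 active = compounds that cut the binding signal by more than half at the single screening dose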;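 note: His-tagged Mcl-1 with europium anti-His antibody binding Bid BH3 peptide; 0% = Mcl-1 plus peptide wells and 100% = peptide-only wells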
# Cdc42 wt – human Cdc42 wildtype GTP binding change, either direction; GST-Cdc42 beads, Bodipy-GTP binding, flow cytometry; actives lie on both sides; percent activity (GTP binding), % at 10 µM; hit rate 0.2% among 190,000;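 active = percent activity GTP binding at least 20 points away from the 100% baseline, either down as inhibitor or up as activator; inconclusive = compound flagged as likely green fluorescent from well-wide comparison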;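 note: median bead fluorescence of bound Bodipy-FL-GTP at 100 nM; 0% = excess unlabeled GTP control and 100% = no compound control; below 100% means less GTP binding so inhibitor and above means activator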
# Target sequence (P60953 whole entry, looked up): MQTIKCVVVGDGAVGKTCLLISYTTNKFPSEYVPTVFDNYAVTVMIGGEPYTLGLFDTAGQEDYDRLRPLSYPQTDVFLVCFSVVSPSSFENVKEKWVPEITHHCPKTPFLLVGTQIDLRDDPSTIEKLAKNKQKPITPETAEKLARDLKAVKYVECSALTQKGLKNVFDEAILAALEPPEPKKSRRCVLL
# Pf gametocyte – inhibitors of late stage P. falciparum gametocyte viability. P. falciparum stage V gametocytes, ATP luminescence, 24 h. inhibition, % at 10.9 µM. hit rate 0.065% among 150,000;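 active = inhibition above the mean plus 3 SD of compounds within the control limits, set per campaign, cut at about 38% in these data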;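 note: 0% = DMSO wells and 100% = medium only without gametocytes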
# Active calls of the source: *; ? = inconclusive; nt = not tested or not shown.
item	SMILES	HRas wt GTP	Mcl-1 Bim block	Mcl1 Noxa PPI	Rac1 wt GTP bind	Mcl1 Bid PPI	RGS8-Gao	Rac1 act GTP bind	Cdc42 wt	Pf gametocyte	Rab2 wt GTP	Rab7 wt GTP bind
1	COc1ccc(C(=O)N/C(=C\c2cc(OC)c(OC)cc2[N+](=O)[O-])C(=O)NCC(=O)O)cc1	95	2	-2	93	-19	105	97	94	-7	96	95
2	N#CC1=C(N)N(c2ccccc2C#N)C2=C(C(=O)CCC2)C1c1ccsc1 (stereo unspecified)	?	-5	7	?	-2	100	?	?	-21	?	?
3	CCCOC(=O)c1ccc(NC(=O)CSC2=Nc3ccccc3C3CC=NN23)cc1 (stereo unspecified)	100	0	4	100	-25	100	95	99	21	99	101
4	O=[N+]([O-])c1ccc(/C=N/n2c(C3CCCCC3)n[nH]c2=S)cc1	96	0	26	99	-45	98	99	96	-2	96	94
5	CC(NC(=O)c1ccc(CS(=O)(=O)c2cccc(C(F)(F)F)c2)o1)c1ccc2c(c1)OCCO2 (stereo unspecified)	98	-3	6	100	-15	101	100	99	nt	97	99
6	CC(C)(C)c1nc(SCC(=O)Nc2nc3c(s2)CCCC3)c2ccccc2n1	98	0	-11	101	2	105	98	96	nt	96	96
7	O=C(Nc1ccn(C2CC(OC(=O)c3ccccc3)C(CO)O2)c(=O)n1)c1ccccc1 (stereo unspecified)	99	-6	-13	105	-31	100	102	102	nt	104	99
8	CCOC(=O)C1CCN(C(=O)Nc2ccc(NC(=O)C3CCN(C(=O)OCC)CC3)cc2)CC1	99	-1	5	104	-35	102	101	104	nt	97	97
9	CC(/C=N/NC(=O)c1cccs1)=C\c1ccco1	?	0	40	?	-23	104	?	?	-12	?	?
10	Cc1cccc(NC2=NCC(=O)N2Cc2cccs2)c1	98	0	-9	97	-19	110	97	95	15	97	101
11	C#CCOc1c(Br)cc(/C=N/O)cc1OCC	99	2	8	103	-21	88	98	102	nt	99	101
12	O=C(O)c1ccc(NCc2ccncc2)cc1	104	0	6	114	-79	105	103	108	nt	102	101
13	COc1ccc(C2CC(c3ccccc3)n3nc(NC(=O)c4cccs4)nc3N2)cc1 (stereo unspecified)	102	0	-39	104	7	108	98	104	nt	101	101
14	O=C(Cn1cnc2c(nnn2-c2ccc(F)cc2)c1=O)N1CCCC1	99	-2	13	103	-12	100	99	101	nt	103	95
15	CCn1cc(CN2CCN(Cc3cccc(OC)c3)C(CCO)C2)c(C)n1 (stereo unspecified)	101	-3	2	102	-30	103	95	96	7	96	100
16	COc1cc(NC(=O)Cn2ncc3c2-c2ccccc2OC3)cc(OC)c1OC	99	-1	24	102	-8	105	96	99	nt	99	100
17	CCN(CC)S(=O)(=O)c1cccc(C(=O)NC(C(=O)Nc2nnc(C3CC3)s2)C(C)C)c1 (stereo unspecified)	101	-3	7	106	-2	98	100	101	-3	99	99
18	O=C(CN(Cc1ccccc1)S(=O)(=O)c1ccc(Br)cc1)NCc1ccco1	100	-3	29	106	29	96	97	100	nt	99	102
19	O=C(COC(=O)c1cc([N+](=O)[O-])ccc1NCCO)c1ccc(Cl)cc1	99	-2	2	101	9	102	99	101	-23	95	100
20	Cc1nn2c(-c3ccccc3)ccnc2c1-c1ccccc1	103	-4	6	104	4	99	99	104	nt	100	102
21	CCN1C(=O)S/C(=C/c2cn(C)c3ccccc23)C1=O	99	-3	9	105	-20	98	101	96	11	99	94
22	Cc1cccc(C(=O)NCC(=O)Nc2ccc(S(=O)(=O)Nc3nc(C)cc(C)n3)cc2)c1	90	1	2	95	5	102	93	92	3	90	91
23	CCOC(=O)c1c(C)[nH]c(C(=O)COC(=O)C2CC2C)c1C (stereo unspecified)	102	-2	2	102	-8	104	99	104	-6	101	100
24	CN(C)CC1CCCCC1OC(=O)/C=C/c1ccc(Cl)cc1Cl (stereo unspecified)	98	-2	-1	102	-3	100	97	101	nt	102	96
25	O=C(NCCN1CCN(c2ccccc2)CC1)C1CCN(S(=O)(=O)c2cccs2)CC1	103	-1	-4	108	-29	106	101	105	12	102	102
26	Cc1cc(C)n(-c2ccc(C(=O)O)cc2[N+](=O)[O-])n1	95	0	17	96	-12	94	96	98	-18	96	93
27	Oc1ccccc1C1OCC2(CO1)COC(c1ccccc1O)OC2 (stereo unspecified)	99	-6	1	101	-5	99	100	99	6	101	100
28	CCCS(=O)(=O)N1CCC(C(=O)NCCc2ccccc2)CC1	101	-4	8	107	-22	100	99	102	nt	100	100
29	COc1ccc(-c2cnnc(N/N=C/c3ccc(OC)c(OC)c3)n2)cc1	?	0	23	?	12	88	?	?	nt	?	?
30	O=C(CSc1nnc(Cc2cccs2)n1-c1ccccc1)Nc1ccc2c(c1)OCCO2	102	0	24	103	9	102	97	101	nt	103	100
31	Cc1ccc(S(=O)(=O)Nc2ccccc2CNc2cccc(C)n2)cc1	93	-6	4	96	-3	104	96	99	nt	93	94
32	COc1ccccc1C(=O)OCC(=O)Nc1ccc(OC(F)F)cc1	100	-1	-8	104	-8	95	101	104	-2	102	97
33	CCOC(=O)c1c(-c2ccccc2)csc1NC(=O)c1ccc(S(=O)(=O)N2CCOCC2)cc1	101	-10	-68	109	-1	97	100	104	-8	101	98
34	Cc1cc(C)c(C#N)c(SCCS(=O)(=O)Cc2ccc(Cl)cc2)n1	103	0	32	103	32	100	100	103	nt	101	97
35	O=C(Nc1ccc(N2CCOCC2)cc1)Nc1cnsn1	103	-5	14	104	-46	94	102	105	1	100	99
36	COCc1cc(C)c(C#N)c(=S)[nH]1	103	-5	50	111	-41	95	102	106	nt	103	99
37	O=C(OCCCN=C1NS(=O)(=O)c2ccccc21)C1CC(=O)N(c2ccc(Cl)cc2)C1 (stereo unspecified)	96	-10	12	98	-8	97	96	98	nt	97	99
38	CCOC(=O)CCCNC(=O)COC(=O)c1cccc(F)c1	101	1	14	106	-2	102	100	98	nt	100	97
39	CCCNC(=O)OCCC12CC3CC(CC(C3)C1)C2	105	2	6	104	-6	98	102	103	nt	104	107
40	O=[n+]1cc(-c2ccc(Br)cc2)n([O-])c2c1CCC2	103	2	12	104	-13	103	104	102	nt	103	100
41	Cn1c(CC(=O)c2ccc(Br)cc2)[n+](C)c2ccccc21	100	0	14	101	-19	106	97	99	nt	99	102
42	COc1ccc(C(C2C(=O)CC(C)(C)CC2=O)C2C(=O)CC(C)(C)CC2=O)cc1COCC(F)(F)F	96	-4	22	100	25	100	96	95	nt	93	96
43	Cc1cc(C)n2c(Br)c(CSc3nc4ccccc4s3)nc2n1	95	-2	28	97	3	101	97	99	-13	96	99
44	Cc1cc(C)n2nc(-c3cnn(C)c3C(F)(F)F)cc2n1	98	1	2	101	-5	104	99	96	19	96	97
45	CCOC(=O)CSc1nnc(-c2nnc(SCC(=O)OCC)n2CC)n1CC	99	1	-12	101	-80	104	97	98	5	98	95
46	CCN(CC)c1ccc2c(C)c(CO)c(=O)oc2c1	97	0	11	96	-34	100	95	97	8	96	97
47	O=C(Oc1ccc(C(=S)N2CCOCC2)cc1)c1ccc(Br)cc1	101	2	13	104	-42	102	100	104	9	98	97
48	O=C(CCS(=O)(=O)c1cccs1)Nc1ccc(C(=O)NC2CCN(Cc3ccccc3)CC2)cc1	103	0	20	103	-32	99	97	102	-5	105	110
49	CCC(=O)n1nc(-c2cccnc2)nc1NCc1ccccc1	98	-3	15	102	-25	99	97	100	17	99	103
50	Cc1ccc(NC(=S)NN2CCN(C)CC2)cc1	101	-1	2	105	-46	108	99	102	nt	101	99
51	CC1(C(=O)Nc2ccccc2)Cc2ccccc2C(=O)O1 (stereo unspecified)	97	-1	-16	101	-17	105	97	100	-33	96	97
52	N#Cc1ccc(-c2cccnc2)nc1SCc1ccc(Cl)cc1Cl	98	-4	17	99	-17	103	98	98	15	99	100
53	CCN(c1ccc(NC(=O)CN2C(=O)NC3(CCOc4ccccc43)C2=O)cc1)C(C)C (stereo unspecified)	100	-2	66*	100	12	100	97	100	nt	97	98
54	Cn1cccc1Cc1nnc(SCC(=O)NCc2ccc3c(c2)OCO3)n1CCc1ccccc1	104	-4	7	103	-23	100	101	105	-9	105	98
55	Nc1c(S(=O)(=O)c2ccccc2)csc1C(=O)O	98	3	4	101	-17	93	95	98	-3	97	104
56	CCOC(=O)C(NC(C)=O)(Nc1cccc(F)c1)C(F)(F)F (stereo unspecified)	96	0	12	94	-4	106	94	97	18	94	94
57	O=c1oc2c(-c3cccc(F)c3)cc(O)cc2s1	93	1	20	95	-24	105	94	95	0	93	100
58	Cc1ccn2cc(-c3cc4ccccc4oc3=O)nc2c1	100	2	5	99	-57	106	99	98	4	100	102
59	Clc1ccc(SCCOCCN2CCc3ccccc3C2)cc1	97	-4	14	96	-22	98	94	93	-6	98	102
60	CCOC(=O)CCCCNCc1ccccc1	100	-3	-5	106	-7	78	100	103	-10	102	98

# Next results.
item	SMILES	HRas wt GTP	Mcl-1 Bim block	Mcl1 Noxa PPI	Rac1 wt GTP bind	Mcl1 Bid PPI	RGS8-Gao	Rac1 act GTP bind	Cdc42 wt	Pf gametocyte	Rab2 wt GTP	Rab7 wt GTP bind
61	CCOCCCn1cc(C(=O)c2cc(Br)ccc2O)cc(C#N)c1=O	98	3	4	102	-31	105	95	98	-37	98	95
62	CCOc1cc(C)nc(N2CCCC(C(=O)NCc3ccccc3F)C2)n1 (stereo unspecified)	100	-1	10	104	-9	104	101	103	-6	100	100
63	CSc1ccc(/C=N/N2CCN(Cc3ccc(Cl)cc3)CC2)cc1	96	-1	8	96	-19	101	94	96	-26	100	102
64	CCOC(=O)C1CCN(c2nc3ccccc3nc2C(C#N)C(=O)OCCOC)CC1 (stereo unspecified)	99	-2	-12	98	-94	98	96	101	7	97	97
65	CCCc1nc2ccc(NC(=O)NCCC(=O)OCC)cc2c(=O)n1Cc1ccc(Cl)cc1	96	-2	13	99	17	69	94	95	nt	100	96
66	COc1ccc(NC(=O)Cn2nnc(C(=O)NCc3ccco3)c2N)c(OC)c1	100	-3	-5	101	-18	103	98	99	nt	101	97
67	COc1cccc(CNS(=O)(=O)/C=C/c2ccc(OC)c(OC)c2)c1	94	-7	1	96	-27	104	93	94	36	97	95
68	CSc1ncccc1C(=O)OCC(=O)Nc1ccc2c(c1)OCO2	98	2	11	97	-39	100	92	95	nt	98	101
69	O=C(CNS(=O)(=O)c1ccc(Br)cc1)N1CCN(c2ccc(F)cc2)CC1	99	nt	9	105	-10	97	99	101	23	100	102
70	Nc1nc(NCc2ccco2)nn1-c1ccccc1	100	-2	7	103	-21	99	96	98	nt	99	100
71	Cc1ccc(C)c(C(=O)COC(=O)c2cc(Cl)nc3ccccc23)c1	99	-1	1	99	-20	96	97	100	3	96	93
